ARNT-TACC3 inh: disruptors of human ARNT/TACC3 interaction; Q9Y6A5; 390,000 tested, 0.66% active; inhibition, % at 9.99 µM; AlphaScreen His-ARNT PAS-B/GST-TACC3 binding, luminescence; TACC3 fragment carries E629A point mutation;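 active = mean inhibition of replicates at least 50% and at least half of replicates each reaching 50%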;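 also: 0% = complete ARNT plus TACC3 wells and 100% = ARNT alone without TACC3; many hits fall short of the cut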
esBAF inh: SWI/SNF esBAF complex inhibition; 350,000 tested, 2% active; reporter increase, % at 12.5 µM; mouse ES cells, Bmi1-luciferase knock-in reporter, 24 h; 100% = twice the neutral-well signal; in the data active = activation above about 40%;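 also: 0% = median of the plate's neutral control wells and 100% = double that signal; a rise in the Bmi1 reporter signal indicates esBAF inhibition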
Cneo AK release: Cryptococcus neoformans lysis via adenylate kinase release | 360,000 tested, 0.2% active | lysis activity, % at 15 µM | C. neoformans lysis, adenylate kinase release luminescence, 4 h; normalised: neutral wells 0, clomiphene wells 100 | AID 651654;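 active = mean lysis activity across replicates of at least 80%, whatever share of replicates individually reach that level; inactive = mean lysis activity below 80%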
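Assay system: log-phase C. neoformans yeast / Quantity: yeast cell density of 5 × 10^6 cells/mL / Medium: fresh YPD growth medium / Compound: single dose / Timing: static 4 h at 37 °C with compound, 1 h detection / Measured by: adenylate kinase release luminescence / Read-out: lysis from increased AK signal / Benchmarks: Clomiphene as positive lysis control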
ERp5 block: ERp5 (human) disulfide isomerase inhibition; Q15084; inhibition, % at 9.99 µM; 350,000 tested, 0.05% active; ERp5 insulin aggregation, absorbance 650 nm, 90 min;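 active = mean replicate inhibition above about 25%, with every replicate also reaching it, limit read from the data, passing the limit was not always enough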
Target sequence (Q15084 whole entry, looked up): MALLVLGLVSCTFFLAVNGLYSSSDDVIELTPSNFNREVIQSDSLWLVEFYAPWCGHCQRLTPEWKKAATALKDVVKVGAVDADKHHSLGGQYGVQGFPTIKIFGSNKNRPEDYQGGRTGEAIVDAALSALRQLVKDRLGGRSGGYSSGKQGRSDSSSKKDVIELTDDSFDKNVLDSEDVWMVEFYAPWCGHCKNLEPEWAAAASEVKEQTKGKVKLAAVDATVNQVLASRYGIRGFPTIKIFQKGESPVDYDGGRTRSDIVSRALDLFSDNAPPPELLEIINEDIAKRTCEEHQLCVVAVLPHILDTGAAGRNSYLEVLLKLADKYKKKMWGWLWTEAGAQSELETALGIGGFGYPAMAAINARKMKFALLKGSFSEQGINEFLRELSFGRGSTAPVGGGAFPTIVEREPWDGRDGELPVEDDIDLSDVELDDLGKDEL
miR122 inh: miR-122 inhibition in Huh7 cells | Huh7 miR-122 Renilla luciferase sensor, 48 h; neutral wells = 0, positive control = 100 | activation (reporter increase), % at 12.5 µM | 340,000 tested, 0.3% active | AID 602342;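 active = mean replicate activation score at least 90 and every replicate individually at or above 90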;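 also: higher luciferase means less miR-122 activity so hits act as miR-122 inhibitors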
C2C12 statin: protects C2C12 myotubes from simvastatin toxicity; ATP luminescence, 48 h; scaled: DMSO 0, geranylgeraniol control 100; rescue of ATP level, % at 7.49 µM; 330,000 tested, 0.78% active;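 active = mean ATP rescue above about 67%, or every replicate alone reaching that limit, limit read from the data, passing the limit was not always enough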;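 also: myotubes were challenged with 10 µM simvastatin during compound exposure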
SIRT5 block: blocks human SIRT5 desuccinylation of peptide. Q9NXA8. Purified SirT5, succinyl-peptide AMC, trypsin-coupled fluorescence. inhibition, % at 15 µM. 330,000 tested, 1.1% active. AID 652115; in the data active = inhibition above about 15%
Target sequence (Q9NXA8 whole entry, looked up): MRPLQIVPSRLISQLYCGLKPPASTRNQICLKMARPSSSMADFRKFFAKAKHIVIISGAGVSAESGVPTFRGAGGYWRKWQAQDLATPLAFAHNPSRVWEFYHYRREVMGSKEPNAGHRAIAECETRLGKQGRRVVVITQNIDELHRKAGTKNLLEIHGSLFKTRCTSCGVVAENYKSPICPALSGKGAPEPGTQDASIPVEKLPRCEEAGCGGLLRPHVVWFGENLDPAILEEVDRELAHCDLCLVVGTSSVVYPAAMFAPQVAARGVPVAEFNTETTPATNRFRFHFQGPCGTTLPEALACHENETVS
The depositor's hits bear a star; x = not tested or not shown; [ ] = dose if it differs, or a comment.

entry	mol	ARNT-TACC3 inh	esBAF inh	Cneo AK release	ERp5 block
1	COc1ccc(S(=O)(=O)Nc2ccc3c(c2)C(=O)N([C@@H](C)CO)C[C@@H](C)[C@@H](CN(C)CC2CC2)O3)cc1	3	-3	4	2
2	Cc1cc(C)n(C2=NS(=O)(=O)c3ccccc32)n1	13	-1	1	0
3	Cc1ccc(C)c(NC(=O)CN(C)C(=O)C2COc3ccccc3O2)c1 (stereo not drawn)	x	-5	1	-1
4	C[C@@H]1CCCCO[C@@H](CN(C)Cc2ccncc2)[C@@H](C)CN([C@@H](C)CO)C(=O)c2cc(NS(=O)(=O)c3ccc(F)cc3)ccc2O1	-3	1	-3	-4
5	Cc1ccc(S(=O)(=O)Nc2ccc(-c3ccc4nncn4n3)cc2)cc1	12	-8	1	2
6	CC1CCC2(CC1)NC(=O)N(CC(=O)Nc1cccc(S(=O)(=O)N3CCOCC3)c1)C2=O (stereo not drawn)	-6	-4	1	0
7	CCOc1ccccc1NC(=O)C1CCCN(c2c(CC)c(C)nc3ncnn23)C1 (stereo not drawn)	-3	-4	1	1
8	COc1ccc(CCNC(=O)c2c(-c3ccccc3)noc2C)cc1OC	-4	0	4	-42
9	CC(=O)OCC(OC(C)=O)C(OC(C)=O)C(OC(C)=O)C(=O)Nc1ccc(C)cc1 (stereo not drawn)	17	-5	0	x
10	Cc1ccc(C(O)c2ncc(-c3ccc(F)cc3)[nH]2)cc1F (stereo not drawn)	x	11	0	10
11	CCc1cc(C(=O)N2CCCc3ccccc32)sc1C	-13	x	-3	0
12	Cc1ccc(C)c(Nc2ncccc2C(=O)NCc2cccs2)c1	6	-4	1	3

entry	miR122 inh	C2C12 statin	SIRT5 block
1	5[16.7 µM]	-5	-1
2	2	3	-4
3	x	4	0
4	3[16.7 µM]	x	4
5	31	3	-4
6	2	-1	-7
7	-3	-7	0
8	-2	-2	-2
9	1	-1	x
10	-7	-3	0
11	3	x	8
12	6	-8	-2

Later entries.
entry	mol	ARNT-TACC3 inh	esBAF inh	Cneo AK release	ERp5 block
13	O=C(Nc1cccnc1)c1ccc(Oc2ccccc2)cc1	-7	54*	-8	x
14	COCC(=O)N1CC[C@H]2[C@@H]1c1cc(-c3ccc(OC)cc3)ccc1N(C)[C@H]2CO	-3	-11	-4	3
15	C#CC(=O)N(c1ccc(OC)c(OC)c1)C(C(=O)NC1CCCC1)c1cccs1 (stereo not drawn)	21	-82	1	-8
16	O=C(CCSCCc1ccccn1)Nc1ccc(Br)cc1F	-5	-2	1	x
17	Cc1ccc(-c2cc(C(=O)Nc3cccc(S(=O)(=O)N(C)C)c3)c3ccccc3n2)o1	-4	-2	0	6
18	COC(=O)C1CC2=C(CCCC2=O)NC1=O (stereo not drawn)	-2	-3	3	2
19	C[C@H]1CCCCO[C@H](CN(C)S(=O)(=O)c2cn(C)cn2)[C@@H](C)CN([C@@H](C)CO)C(=O)c2cc(N(C)C)ccc2O1	x	-2	x	x
20	O=C(NCCN1CCOCC1)c1c(Cl)cccc1Cl	x	-4	1	4
21	COc1ccc(N(CC(=O)N2CCOCC2)S(=O)(=O)c2ccccc2)cc1Cl	1	-6	1	-8
22	OCCN(Cc1ccccc1)Cc1ccccc1Cl	1	-8	-2	x
23	Cc1cc(C(=O)Nc2cccc3c2O[C@@H](CN(C)C(=O)Nc2ccc4c(c2)OCO4)[C@@H](C)CN([C@@H](C)CO)C3=O)n(C)n1	1	0	49	2
24	O=C(NC(=S)NCc1ccccc1)c1ccccc1F	-4	-3	23	2

entry	miR122 inh	C2C12 statin	SIRT5 block
13	2	-3	x
14	73[16.7 µM]	-7	2
15	-32	-933	1
16	-9	-3	x
17	-6	-6	-1
18	x	1	-14
19	0[16.7 µM]	-18	x
20	-1	-8	-5
21	8	1	2
22	-2	30	x
23	1[16.7 µM]	36	1
24	8	-3	13

Continued.
entry	mol	ARNT-TACC3 inh	esBAF inh	Cneo AK release	ERp5 block
25	COC(=O)c1ccc(CNC(=O)COC(=O)C23CC4CC(CC(C4)C2)C3)cc1	-3	x	3	0
26	CN1CCN(C(=O)C[C@@H]2CC[C@H]3[C@H](COc4ccc(NC(=O)c5ccc(F)c(F)c5)cc4C(=O)N3C)O2)CC1	-4	-3	0	-108
27	CC(=O)N1CCN(C(=O)C2CCN(S(=O)(=O)c3ccccc3C(F)(F)F)CC2)CC1	8	0	1	-7
28	CC(=O)Nc1ccc2nc(C3CC3)n(Cc3ccc(Cl)cc3)c(=O)c2c1	-6	75*	x	4
29	C[C@H]1CN([C@@H](C)CO)C(=O)c2cccc(NC(=O)c3nc4ccccc4s3)c2O[C@H]1CN(C)Cc1ccc(-c2ccccc2)cc1	4	-3	0	-4
30	CCOC(=O)CN1C(=O)S/C(=C/c2cc(C)n(C)c2C)C1=O	11	47*	-2	x
31	C=CCNC(=O)[C@@H]1[C@H]2C(=O)O[C@H](c3ccccc3)[C@H](c3ccccc3)N2[C@H](c2ccccc2OCCO)[C@@]12C(=O)N(C(=O)OCCOC)c1ccc(C#CC3=CCCCC3)cc12	25	x	1	-2
32	CC(C)=CCC/C(C)=C/Cc1c(O)ccc(C(=O)/C=C/c2ccc(O)cc2)c1O	x	-6	1	-1
33	O=C(Nc1ccccc1Br)c1ccc(N2CCCC2=O)cc1	5	55*	-1	1
34	CCOC(=O)c1c(S(=O)(=O)NCC(=O)Nc2ccccc2OC)c(C)n(C)c1C	1	5	2	-2
35	O=C(Nc1ccc(S(=O)(=O)Nc2ncccn2)cc1)c1cccc(Br)c1	12	3	-2	5
36	C=CCN1C(=O)C(O)(CC(=O)c2c(C)n[nH]c2C)c2cc(Br)ccc21 (stereo not drawn)	-7	-2	-3	x

entry	miR122 inh	C2C12 statin	SIRT5 block
25	-1	x	1
26	3[16.7 µM]	0	3
27	-10	3	-6
28	0	7	x
29	0[16.7 µM]	x	6
30	-7	11	x
31	x	x	3
32	1	4	1
33	-6	-3	0
34	6	28	-3
35	-1	1	0
36	20	-1	x

5 compounds out of the list, sorted by formula weight, rising.
entry	mol	ARNT-TACC3 inh	esBAF inh	Cneo AK release	ERp5 block
30	CCOC(=O)CN1C(=O)S/C(=C/c2cc(C)n(C)c2C)C1=O	11	47*	-2	x
28	CC(=O)Nc1ccc2nc(C3CC3)n(Cc3ccc(Cl)cc3)c(=O)c2c1	-6	75*	x	4
34	CCOC(=O)c1c(S(=O)(=O)NCC(=O)Nc2ccccc2OC)c(C)n(C)c1C	1	5	2	-2
27	CC(=O)N1CCN(C(=O)C2CCN(S(=O)(=O)c3ccccc3C(F)(F)F)CC2)CC1	8	0	1	-7
26	CN1CCN(C(=O)C[C@@H]2CC[C@H]3[C@H](COc4ccc(NC(=O)c5ccc(F)c(F)c5)cc4C(=O)N3C)O2)CC1	-4	-3	0	-108

entry	miR122 inh	C2C12 statin	SIRT5 block
30	-7	11	x
28	0	7	x
34	6	28	-3
27	-10	3	-6
26	3[16.7 µM]	0	3

2 consecutive records out of the list so far, for reference:
entry	mol	ARNT-TACC3 inh	esBAF inh	Cneo AK release	ERp5 block
35	O=C(Nc1ccc(S(=O)(=O)Nc2ncccn2)cc1)c1cccc(Br)c1	12	3	-2	5
36	C=CCN1C(=O)C(O)(CC(=O)c2c(C)n[nH]c2C)c2cc(Br)ccc21 (stereo not drawn)	-7	-2	-3	x

entry	miR122 inh	C2C12 statin	SIRT5 block
35	-1	1	0
36	20	-1	x

Next structures
entry	mol	ARNT-TACC3 inh	esBAF inh	Cneo AK release	ERp5 block
37	CCCC(C(=O)Nc1cccc(S(=O)(=O)N2CCCC2)c1)c1ccccc1 (stereo not drawn)	1	x	x	5
38	CCCC#Cc1ccc2c(c1)O[C@@H](CN(C)C(=O)c1cccnc1)[C@@H](C)CN([C@@H](C)CO)S2(=O)=O	-9	7	-3	-1
39	O=S(=O)(c1c(F)cccc1F)N1CCN(C(=S)NCc2ccc3c(c2)OCO3)CC1	-3	x	x	-1
40	C[C@H]1CN([C@@H](C)CO)S(=O)(=O)c2ccc(-c3cccnc3)cc2O[C@H]1CN(C)C(=O)c1ccc2c(c1)OCO2	-4	0	3	-9
41	CNc1nc(CCN2C(=O)c3ccccc3C2=O)cs1	3	-2	3	x
42	O=S(=O)(c1ccccc1F)N1CC[C@@H]2[C@@H](CO)Nc3ccc(-c4cccc(F)c4)cc3[C@@H]21	-4	-7	-12	3
43	NS(=O)(=O)c1ccc(CNc2ccc3ccccc3n2)cc1	5	52*	-4	-1
44	CN(CC(=O)Nc1ccc2c(c1)OCO2)S(=O)(=O)c1ccc(F)cc1	x	9	-2	-2
45	CCC(C)C1(C2CCCC2)NC(=O)NC1=O (stereo not drawn)	-2	4	1	0
46	CCOC(=O)c1cc([N+](=O)[O-])c([N+](=O)[O-])cc1NC(C)=O	4	8	-5	1
47	Cc1ccc(S(=O)(=O)N2C[C@]3(O)C[C@@H]4C(=O)N(c5ccccc5)C(=O)[C@@H]4C[C@]3(OC(=O)NCc3ccccc3)C2)cc1	x	10	4	0
48	CN1c2ccc(Br)cc2[C@@H]2[C@@H](CCN2C(=O)Nc2cc(F)ccc2F)[C@@H]1CO	-6	0	-9	-6

entry	miR122 inh	C2C12 statin	SIRT5 block
37	x	x	1
38	10[16.7 µM]	x	-4
39	x	x	-1
40	-3[16.7 µM]	-14	-7
41	-8	x	x
42	87[16.7 µM]	-15	6
43	1	-8	-5
44	5	-4	-6
45	x	-5	0
46	-5	-4	-2
47	-9	10	1
48	-5[16.7 µM]	-20	6

The list continues:
entry	mol	ARNT-TACC3 inh	esBAF inh	Cneo AK release	ERp5 block
49	Cc1c(CCC(C)C)c(-n2ccnc2C)n2c(nc3ccccc32)c1C#N	-5	-6	1	x
50	O=C(OCC(=O)N1CCN(C(=O)c2ccco2)CC1)c1ccccc1C(=O)c1ccc(Cl)cc1	-1	1	-1	x
51	CCOc1ccccc1CN1CCN(S(=O)(=O)CC)CC1	-5	5	0	x
52	CC(=O)Nc1ccc(-c2cn3ccsc3n2)cc1	7	-7	2	x
53	COc1cc(C(=O)N2CCCc3ccccc32)c([N+](=O)[O-])cc1OC	3	-7	0	-1
54	COc1ccc(-n2nnnc2SCC(=O)N2CCCC2)cc1OC	-14	-7	1	x
55	FC(F)(F)c1cc(CCN2CCNC[C@@H]2Cc2ccccc2)cc(C(F)(F)F)c1	1	-4	-4	7
56	Cc1cccn2c(=O)c3cc(S(=O)(=O)c4ccccc4)c(=N)n(Cc4ccco4)c3nc12	0	2	5	-2
57	CCOC(=O)c1c(S(=O)(=O)Nc2ccccn2)c(C)n(C)c1C	-4	-1	5	1
58	O=C(O)CNC(=O)c1ccc(Oc2c(F)c(F)c(Oc3ccc(C(=O)NCC(=O)O)cc3)c(F)c2F)cc1	-12	3	1	-4

entry	miR122 inh	C2C12 statin	SIRT5 block
49	13	-10	x
50	-5	3	x
51	-10	-29	x
52	-4	x	x
53	2	-21	6
54	-3	8	x
55	x	-17	x
56	-9	6	0
57	-6	10	-8
58	-5	-10	4
